S-ASM inh – inhibitors of human secretory acid sphingomyelinase | P17405 | placental ASM, HMU-PC fluorogenic substrate, 60 min | Potency, µM (top dose mostly 57.5 µM), for the others: top-dose activity change, negative = inhibition, actives largely listed as inhibitors | hit rate 0.006% among 340,000; also: potency is read from the fitted curve at half-maximal effect
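Steps: dispense placental human ASM, pin compound, wait 10 min at room temperature, add HMU-PC0 substrate at 9 uM final, incubate 60 min at 37 °C, add stop solution raising pH to 10, read fluorescence.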
AT treatment – potential ataxia-telangiectasia treatments restoring KAP-1 phosphorylation. Potency, µM (top dose mostly 57.5 µM), for inactives: top-dose activation, hits mostly activators. hit rate 0.19% among 320,000. […] A-T fibroblasts, KAP-1 phosphorylation AlphaLISA; neocarzinostatin DNA damage 30 min before lysis; also: potency is read from the fitted curve at half-maximal effect; % of control where 0% means no effect; nearly all actives have a fitted effect of over 45% in size
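hTERT-immortalized A-T patient fibroblasts ([…]), 500 cells/well in OPTI-MEM, 1% FBS, got compounds for 60 min, then NCS for 30 min at 37C. Lysates were then assayed for phospho-KAP-1 by AlphaLISA (anti-pKAP1 donor, anti-KAP1 acceptor beads), 6 hr at 25C.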
TSG101-PTAP inh – blocks PTAP/TSG101 interaction to inhibit HIV-1 budding; AID 493005; 340,000 tested, under 10 active; Potency, µM (series often up to 115 µM), for inactives: at the top dose activity change, negative = inhibition, usual class: inhibitors; Q99816; Fluorescence polarization, FITC-PTAP peptide / Tsg101 binding; active = well fitted inhibition curve with a large enough effect in the main read-out, with a control signal flat, not every such curve was filed as active; inconclusive = small, poorly fitted or top-dose-only effect, or effect the other way, or a change in a side signal; inactive = no such curve, though single readings can be large or run the other way; also: potency is read from the fitted curve at half-maximal effect; % of control where 0% means no effect
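Fluorescence polarization binding of Tsg101 binding domain (10 uM final) to FITC-labeled PTAP peptide (50 nM final) in HEPES pH 7.5 buffer with NaCl, Tween 20, EDTA, TCEP. Compounds added before peptide; binding 20 min at RT.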
TSHR antagonist – antagonists of human thyroid stimulating hormone receptor; activity change, negative = inhibition, % at 11.5 µM; TSHR-expressing cells, TSH-stimulated cAMP HTRF, 2 h; stronger effect = lower value; hit rate 0.2% among 330,000; P16473; AID 504810;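 active = activity change below a set negative limit, meaning inhibition stronger than a set level, cut at about -70% in these data; inconclusive = activity change between two set negative limits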; also: % is scaled to controls: 0 for no effect and ±100 for the full control effect
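Antagonism was scored as loss of TSH-driven cAMP in TSHR cells, stimulated with 4nM TSH (EC80) for 2 hours at 37 deg C and detected by homogeneous HTRF competition immunoassay.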
Mito fusion yeast – mitochondrial division inhibition or fusion activation. S. cerevisiae fusion-defective mutant growth rescue, CellTiterGlo 48 h. Potency, µM (series often up to 46.1 µM), for the others: at the highest dose growth rescue (activation), usual class: activators. hit rate 0.23% among 320,000;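 also: potency is read from the fitted curve at half-maximal effect; % of control where 0% means no effect; nearly all actives have a fitted effect of over 45% in size; temperature-sensitive fusion mutants such as fzo1-1 at 37 °C on non-fermentable ethanol glycerol medium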
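Compounds are tested for their ability to restore growth of mitochondrial fusion-defective yeast strains at non-permissive 37C in YPEG medium over 48 hours. Viability is quantified by luciferase luminescence.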
ELG1 DNA repair – blocks ELG1-dependent DNA repair in HEK293T cells. hit rate 2.3% among 330,000. HEK293T ELG1-luciferase reporter, luminescence, 16 h; DNA damage induced by 5-fluorouridine. Potency, µM (titrated, usually from 46.1 µM), for the others: at the top dose activity change, negative = inhibition, usual class: inhibitors; also: potency is read from the fitted curve at half-maximal effect; % is scaled to controls: 0 for no effect and ±100 for the full control effect; nearly all actives have a fitted effect of over 55% in size
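5-Fluorouridine DNA damage + compound/DMSO, 2,000 cells/well, 16 h, 37 °C/5% CO2. ONE-Glo, 30 min RT, luminescence. Readout = decrease in reporter signal.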
Tb PFK block – blocks T. brucei phosphofructokinase; T. brucei PFK, ADP-Glo luminescence; Potency, µM (highest dose often 57.5 µM), without a hit: at the highest dose activity, negative = inhibition, actives largely listed as inhibitors; AID 485367; hit rate 0.17% among 330,000;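 also: potency is read from the fitted curve at half-maximal effect; 0% = uninhibited 1x PFK enzyme wells and -100% = no-enzyme wells; nearly all actives have a fitted effect of over 60% in size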
Target sequence (O15648 whole entry, looked up): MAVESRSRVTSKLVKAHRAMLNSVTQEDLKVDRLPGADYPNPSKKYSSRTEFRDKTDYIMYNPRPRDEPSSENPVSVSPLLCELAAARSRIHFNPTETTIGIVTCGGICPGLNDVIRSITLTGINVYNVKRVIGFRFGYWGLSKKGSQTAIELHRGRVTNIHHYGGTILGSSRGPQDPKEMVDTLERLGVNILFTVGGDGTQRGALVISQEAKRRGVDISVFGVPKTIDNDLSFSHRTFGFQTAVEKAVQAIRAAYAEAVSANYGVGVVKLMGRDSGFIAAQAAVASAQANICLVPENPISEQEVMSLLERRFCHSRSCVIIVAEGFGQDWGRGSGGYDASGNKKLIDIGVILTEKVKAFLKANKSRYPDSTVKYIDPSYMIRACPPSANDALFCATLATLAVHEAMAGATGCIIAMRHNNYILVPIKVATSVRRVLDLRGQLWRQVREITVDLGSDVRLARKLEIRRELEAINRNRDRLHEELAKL
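1.25 nM PFK with 0.5 mM F6P and 0.1 mM ATP in 0.1 M TEA pH 8.0, 5 mM MgCl2, incubated 45 min at room temperature; ADP measured by ADP-Glo luminescence; compounds titrated up to 57 uM.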
BCR signal inh – chronic active BCR signaling inhibition. ABC-DLBCL IkBa-CBG/CBR reporter, luminescence ratio, 4 h. Potency, µM (highest dose often 46.1 µM), without a hit: at the highest dose ratio change, negative = lower green/red ratio, usual class: inhibitors. hit rate 0.05% among 340,000. AID 493014; active = well fitted inhibition curve with a large enough effect in the signal ratio, with a control signal flat, not every such curve was filed as active; inconclusive = small, poorly fitted or top-dose-only effect, or effect the other way, or a change in a side signal; the % refers to the signal ratio;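 also: potency is read from the fitted curve at half-maximal effect; plate controls were basal doxycycline-induced cells for no effect and cells given 10 µM MG132 for full effect; MG132 reads +100%, hits lower the ratio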
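TMD8 human ABC-DLBCL cells with doxycycline-inducible IκBα–green luciferase fusion and unfused red luciferase, in 0.5% FBS medium; compounds up to 46 uM, 4 h at 37C. Green/red luminescence ratio, filter-overlap corrected, fitted to concentration-response curves.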
TCR act – activates T cell receptor signaling; 330,000 tested, under 10 active; AID 504894; primary human leukocytes, anti-CD3, IL-2 HTRF, 48 h; Potency, µM (top dose mostly 9.22 µM), for inactives: at the highest dose activation of IL-2 secretion, actives largely listed as activators; also: % of control where 0% means no effect
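HTRF read-out of IL-2 secretion: europium cryptate donor excited at 320nm, d2 acceptor emission at 665nm. Cells were primary human leukocytes incubated 48 hr with compounds and a-CD3 beads, supplying TCR signal only.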
Eya2 phos inh – blocks the phosphatase activity of human Eya2. hit rate 0.006% among 330,000. O00167. recombinant Eya2, OMFP fluorescence dephosphorylation (OMFP is methylfluorescein phosphate). Potency, µM (top dose mostly 76.9 µM), for the others: at the top dose activity, negative = inhibition, hits mostly inhibitors; also: potency is read from the fitted curve at half-maximal effect; % is scaled to controls: 0 for no effect and ±100 for the full control effect
Target sequence (O00167 whole entry, looked up): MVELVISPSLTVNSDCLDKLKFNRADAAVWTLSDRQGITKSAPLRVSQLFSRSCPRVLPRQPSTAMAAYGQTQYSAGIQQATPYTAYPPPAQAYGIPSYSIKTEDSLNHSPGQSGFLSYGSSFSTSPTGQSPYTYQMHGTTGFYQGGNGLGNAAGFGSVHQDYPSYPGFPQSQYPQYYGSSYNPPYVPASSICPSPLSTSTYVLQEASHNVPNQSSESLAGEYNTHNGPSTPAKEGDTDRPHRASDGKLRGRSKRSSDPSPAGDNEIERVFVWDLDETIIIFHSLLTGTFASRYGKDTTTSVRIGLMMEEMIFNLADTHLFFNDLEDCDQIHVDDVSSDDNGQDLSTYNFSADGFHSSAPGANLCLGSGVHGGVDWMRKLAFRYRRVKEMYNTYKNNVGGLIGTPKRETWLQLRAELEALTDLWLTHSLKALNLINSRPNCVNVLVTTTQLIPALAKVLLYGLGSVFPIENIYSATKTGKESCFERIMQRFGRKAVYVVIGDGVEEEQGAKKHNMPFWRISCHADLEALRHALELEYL
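Eya2 protein (added as 0.2 uM solution) was preincubated with compound for 10 min at ambient temperature in 50 mM HEPES pH 7.5, 50 mM NaCl, 5 uM MgCl2, 0.05% BSA, 1 mM DTT. OMFP (added at 50 uM) then reacted 10 min; fluorescence read at 485/525 nm.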
Integrin act MD – activators of alpha7 integrin expression for muscular dystrophy | alpha7betagal myoblasts, beta-gal FDG fluorescence, 48 h | Potency, µM (top dose mostly 38.3 µM), without a hit: top-dose activation, most hits filed as activators | hit rate 0.064% among 350,000;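 also: potency is read from the fitted curve at half-maximal effect; 100% = response of the positive control SU9516; nearly all actives have a fitted effect of over 60% in size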
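Alpha7betagal+/- myoblasts (passage 13) were plated 16-24 hr, then exposed to compounds (1:260 dilution of DMSO stock) for 48 hours at 37C. After MPER lysis, β-galactosidase reporter activity was read as FDG fluorescence (ex 480/em 540) after 30 minutes.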
An asterisk follows results filed as active; i = inactive; ? = inconclusive; . = no result given; [ ] = dose if it differs, or a comment. Unless noted, calls follow the shape of the dose curve; as a rule, active = well fitted curve in the direction sought with a large enough effect; inconclusive = small, poorly fitted or top-dose-only effect, or another doubt; inactive = no such curve, though single readings can be large; an effect the other way counts as inactive or inconclusive. This is a random part of the collection. Share with any hit: about 3.2%.

The first 3 entries as a preview:
Values run as follows: S-ASM inh, AT treatment, TSG101-PTAP inh, TSHR antagonist, Mito fusion yeast, ELG1 DNA repair, Tb PFK block, BCR signal inh, TCR act, Eya2 phos inh, Integrin act MD
> Cc1cc(NC(=O)CCC(=O)N(c2ccc(F)cc2)C(C(=O)NC2CCCC2)c2ccncc2)no1 (centres undefined)
  0%, 8%, -2%, 9, 3%, 5%, -6%, ?, 3%, 2%, 1%
> CCCCN1CC(=O)N2[C@H]3c4ccc(OC)cc4OC[C@@H]3[C@H](c3ccccc3)[C@]2(C)C1=O
  -8%, 7%, -1%, -41, 19%, ?, 0%, -7%, 5%, 0%, 0%
> CC(CC(=O)NCc1ccco1)S(=O)(=O)c1ccc2c(c1)CCN2C(=O)C1CC1 (centres undefined)
  -1%, 1%, -4%, -9, 4%, -21%, -1%, 9%, -6%, 1%, -18%

This part in full, repeating the preview:
Values run as follows: S-ASM inh, AT treatment, TSG101-PTAP inh, TSHR antagonist, Mito fusion yeast, ELG1 DNA repair, Tb PFK block, BCR signal inh, TCR act, Eya2 phos inh, Integrin act MD
> Cc1cc(NC(=O)CCC(=O)N(c2ccc(F)cc2)C(C(=O)NC2CCCC2)c2ccncc2)no1 (centres undefined)
  0%, 8%, -2%, 9, 3%, 5%, -6%, ?, 3%, 2%, 1%
> CCCCN1CC(=O)N2[C@H]3c4ccc(OC)cc4OC[C@@H]3[C@H](c3ccccc3)[C@]2(C)C1=O
  -8%, 7%, -1%, -41, 19%, ?, 0%, -7%, 5%, 0%, 0%
> CC(CC(=O)NCc1ccco1)S(=O)(=O)c1ccc2c(c1)CCN2C(=O)C1CC1 (centres undefined)
  -1%, 1%, -4%, -9, 4%, -21%, -1%, 9%, -6%, 1%, -18%
> CC[C@@H]1C(c2ccccc2)=NN(c2ccc(Br)cc2)[C@H]1C(=O)N1CCOC1=O
  431%[activator], -32%, 0%, 24, ., 12%, 1%, 0%, 11%[46.1 µM], -7%, 38%
> Oc1oc(-c2ccccc2Br)nc1C=Nc1ccc(Br)cn1
  27%, -6%, -6%, 3, 5%, 2%, -4%, ?, -1%, 3%, 18%
> COc1cnc(-c2ccccc2)nc1Sc1ccccc1
  -8%, 13%, -1%, 0, 6%, ?, 2%, 1%, -11%, 4%, -2%
> O=c1[nH]c(=S)[nH]c2c1CN(Cc1ccc(F)cc1)CC2
  1%, 25%, 0%, -139*, 13%, 26%, -17%, 7%, -1%, 6%, -21%
> COc1ccc(C(=O)Nc2cc(C)c(NC(=O)c3ccccc3OC)cn2)cc1
  -6%, 0%, 0%, -23, 25%, -3%, -1%, 11%, 0%, -3%, 21%
> CCOC(=O)c1c(/N=C/C2=C(O)CC(C)(C)CC2=O)sc(C(C)=O)c1C
  4%, -5%, -3%, 16, 3%, ?, -9%, ?, 4%, 7%, 26%
> O=C(CCCN1C(=O)c2ccccc2C1=O)N1CCc2ccccc2C1
  -1%, -10%, -5%, -13, 5%, 4%, 0%, 13%, -2%, 11%, -14%
> COc1ccccc1-c1nc2cc(Cl)ccc2c(=O)n1O
  -2%, -16%, -7%, 11, 16%, 4%, 8%, -1%, 11%, -4%, -12%
> C#CC(C)(C)NC(=O)c1cnc(-c2ccccc2)nc1-c1ccccc1
  2%, -3%, -7%, -9, -7%, 0%, -4%, 5%, -2%, 1%, -18%
> C=CCN(c1ccc(C(=O)NCCN2CCOCC2)cc1)S(C)(=O)=O
  -1%, 7%, -1%, 38, 1%, 6%, 1%, 0%, -5%, -7%, -12%
> Cn1c(=O)cc(N2CCc3ccccc32)[nH]c1=O
  7%, 0%, -2%, -7, 5%, 9%, -8%, ?, -20%, -14%, 3%
> Cc1ccc(C(=O)CSc2ccccc2C(=O)O)cc1
  2%, -1%, 3%, -9, 16%, ?, 1%, 4%, -1%, 12%, -6%

Continuation.
Values run as follows: S-ASM inh, AT treatment, TSG101-PTAP inh, TSHR antagonist, Mito fusion yeast, ELG1 DNA repair, Tb PFK block, BCR signal inh, TCR act, Eya2 phos inh, Integrin act MD
> c1coc(-c2nc3nc4ccccc4nc3n2CC2CCCO2)c1 (centres undefined)
  i, ., 0%, -11, 7%, ?, 1%, 26%, -3%, 36%, -2%
> COC(=O)c1ccc(-n2nnnc2SCC(=O)NCc2cccc(C(=O)O)c2)cc1
  3%, 0%, 1%, -1, -2%, 13%, 25%, 2%, -24%, 30%, 2%
> Cc1ccc(SCC2(O)CCN(C(=O)c3ccc(Cl)cc3)CC2)cc1
  -7%, -1%, -1%, -3, 14%, 8%, 3%, -1%, 1%, -3%, -15%
> CCC(C)(C)NC(=O)Cc1ccc(F)cc1
  1%, -2%, -10%, 20, -10%, 27%, -1%, 7%, 0%, 1%, 3%
> CN(C)S(=O)(=O)c1cccc(NC(=O)Cc2ccc(Cl)cc2)c1
  -1%, 11%, 0%, 9, -4%, -22%, -24%, -11%, -2%[46.1 µM], 1%, -10%
> CN1OC(Cn2cc(C#N)c(=O)n(C)c2=O)CC1c1ccccc1 (centres undefined)
  6%, 3%, 1%, -9, ?, 0%, 3%, -2%, 9%, 15%, ?
> COc1ccccc1CCNS(=O)(=O)c1ccc(C(=O)O)n1C
  6%, 0%, -2%, 2, 0%, -1%, 2%, 0%, 4%, -4%, 7%
> CC1(C)Cc2ccccc2-c2nnc(-c3cccc(O)c3)n21
  -1%, -3%, -3%, -2, -4%, -10%, -3%, -1%, -9%, -7%, 25%
> O=C(NCc1ccc(Cl)cc1)NCc1ccc(Cl)cc1
  8%, -2%, 1%, 6, -9%, 1%, -3%, -10%, 3%, 16%, -8%
> O=S(=O)(NCc1ccccn1)c1ccccc1
  0%, -2%, -11%, -3, -4%, 12%, -3%, 8%, -2%, 15%, -6%
> O=c1oc2ccccc2nc1/C=C(O)/C=C\c1ccccc1
  8%, 2%, ?, -4, 9%, 33%, -1%, ?, 0%, -1%, -38%
> Cc1ccc(S(=O)(=O)N2CCN(S(=O)(=O)c3ccc(C)cc3)C2c2ccccc2)cc1
  -1%, 12%, -2%, 3, 7%, -18%, -6%, 10%, 1%, -17%, 10%
> CCC(=O)N1c2ccc(S(=O)(=O)N3CCN(c4ccc([N+](=O)[O-])cc4)CC3)cc2CC1C (centres undefined)
  -2%, -7%, -4%, -39, -15%, 5%, 3%, ?, -2%, -1%, -15%
> CCOC(=O)c1cnc2c(ccc3ccccc32)c1Cl
  1%, -1%, -1%, -2, -7%, ?, 0%, 5%, 8%, 10%, 1%
> O=C(CN1CCC(O)(c2cccc(C(F)(F)F)c2)CC1)NCCc1ccccc1
  0%, 7%, 1%, -2, -6%, -8%, -1%, -13%, 2%, -3%, -6%
> CCCCNC(=S)N/N=C/C1=CCC2CC1C2(C)C (centres undefined)
  -2%, 6%, -2%, 11, ?, ?, -7%, -5%, -2%[46.1 µM], -1%, -42%
> Fc1ccc(/C=N/N2CCOCC2)c(F)c1
  -6%, -7%, 2%, -3, -10%, -10%, 1%, 3%, 2%, -3%, 3%
> COc1ccc(OC2CCN(S(=O)(=O)c3ccccc3)CC2)cc1
  -2%, -2%, 0%, 4, 16%, -24%, -8%, -2%, -5%, 2%, ?

Ordered by value in TSHR antagonist (descending): some entries from above.
SMILES | TSHR antagonist
CCC(C)(C)NC(=O)Cc1ccc(F)cc1 | 20
O=C(NCc1ccc(Cl)cc1)NCc1ccc(Cl)cc1 | 6
CN1OC(Cn2cc(C#N)c(=O)n(C)c2=O)CC1c1ccccc1 (centres undefined) | -9

Screening results (PubChem BioAssay)
